# Source: PubChem BioAssay (several laboratories)
# Rab2A wt mod = changes GTP binding to wildtype dog Rab2A, up or down. 190,000 compounds, 0.19% hits. GTP binding activity, % at 10 µM. GST-Rab2 wt beads, Bodipy-GTP binding, flow cytometry. AID 760;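 active means GTP binding activity at least 20 points away from 100%, either lowered or raised; inconclusive means signal likely due to the compound's own green fluorescence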;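 further: 0% = beads with excess unlabeled GTP and 100% = no-compound control corrected for plate trend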
# Rac1 act GTP bind = modulators of GTP binding to human Rac1 activated mutant; 190,000 compounds, 0.11% hits; AID 764; GST-Rac1 activated beads, fluorescent GTP binding, flow cytometry; actives lie on both sides; 100% means binding = to untreated wells; percent activity (GTP binding), % at 10 µM; P63000;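 active means GTP binding at least 20 percentage points away from the 100% baseline, in either direction, so actives lie on both sides; inconclusive means Compound likely fluorescent itself, or too few beads counted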
# Rac1 wt GTP bind = alters GTP binding to wildtype human Rac1; P63000; AID 757; GST-Rac1 beads, fluorescent GTP binding, flow cytometry; actives lie on both sides; 0 = cold GTP competed, 100 = untreated; 190,000 compounds, 0.27% hits; GTP binding activity (% of control), % at 10 µM;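 active means GTP binding activity at least 20 points away from the 100% control level, either lower or higher; inconclusive means compound flagged as likely green fluorescent, judged across all proteins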
# HRas wt GTP = modulators of GTP binding to human HRas wildtype; P01112; GST-Ras wt beads, Bodipy-FL-GTP binding, flow cytometry; actives lie on both sides; GTP binding activity, % at 10 µM; 190,000 compounds, 0.14% hits;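 active means GTP binding activity at least 20% away from the 100% baseline, either lowered as inhibitor or raised as activator; inconclusive means flagged as likely green fluorescent, judged across all proteins in the well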;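 further: 0% = unlabeled GTP competition control and 100% = no-compound control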
# Target sequence (P01112 whole entry, looked up): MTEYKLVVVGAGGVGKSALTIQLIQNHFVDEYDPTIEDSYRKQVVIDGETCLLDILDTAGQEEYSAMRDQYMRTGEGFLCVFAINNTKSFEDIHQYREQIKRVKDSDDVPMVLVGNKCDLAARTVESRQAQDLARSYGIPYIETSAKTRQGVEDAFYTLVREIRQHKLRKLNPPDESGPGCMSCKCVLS
# Mcl1-Noxa inh = disrupts binding of human Mcl-1 to Noxa peptide; Q07820; TR-FRET Mcl-1/Noxa peptide binding, 2 h; inhibition, % at 21.7 µM; 220,000 compounds, 1.5% hits; AID 1022;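 active means compounds that cut the protein-peptide binding signal by more than 50% relative to plate controls in a single-dose test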;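 further: His-tagged Mcl-1 with rhodamine Noxa BH3 peptide and terbium anti-His antibody; 0% = Mcl-1 plus Noxa peptide wells and 100% = peptide-only wells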
# Target sequence (Q07820 whole entry, looked up): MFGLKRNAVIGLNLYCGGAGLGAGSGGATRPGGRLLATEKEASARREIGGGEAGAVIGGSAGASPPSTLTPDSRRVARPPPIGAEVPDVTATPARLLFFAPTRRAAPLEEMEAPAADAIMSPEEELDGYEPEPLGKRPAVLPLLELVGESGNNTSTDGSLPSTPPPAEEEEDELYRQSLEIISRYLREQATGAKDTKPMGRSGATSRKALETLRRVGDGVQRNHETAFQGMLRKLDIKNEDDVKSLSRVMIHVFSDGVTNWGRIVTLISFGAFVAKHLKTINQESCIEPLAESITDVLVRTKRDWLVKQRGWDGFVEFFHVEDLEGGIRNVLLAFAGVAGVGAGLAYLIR
# Cdc42 wt GTP = modulators (inhibitors or activators) of GTP binding to human Cdc42 wildtype. P60953. GST-Cdc42 beads, Bodipy-GTP binding, flow cytometry; actives lie on both sides. percent activity (GTP binding), % at 10 µM. 190,000 compounds, 0.2% hits. AID 761;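 active means percent activity GTP binding at least 20 points away from the 100% baseline, either down as inhibitor or up as activator; inconclusive means compound flagged as likely green fluorescent from well-wide comparison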;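 further: median bead fluorescence of bound Bodipy-FL-GTP at 100 nM; 0% = excess unlabeled GTP control and 100% = no compound control; below 100% means less GTP binding so inhibitor and above means activator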
# Target sequence (P60953 whole entry, looked up): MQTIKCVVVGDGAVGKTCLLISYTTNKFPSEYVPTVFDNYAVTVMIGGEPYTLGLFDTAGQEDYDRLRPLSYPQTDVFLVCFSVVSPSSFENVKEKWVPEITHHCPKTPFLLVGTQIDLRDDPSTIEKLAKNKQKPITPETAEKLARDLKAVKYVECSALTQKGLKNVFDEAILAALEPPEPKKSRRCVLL
# Mcl1 Bid PPI = Mcl-1/Bid interaction inhibition | Q07820 | TR-FRET Mcl-1/Bid-Dy647 peptide binding, 1536-well | inhibition, % at 21.7 µM | 220,000 compounds, 0.97% hits;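 active means compounds that cut the binding signal by more than half at the single screening dose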;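 further: His-tagged Mcl-1 with europium anti-His antibody binding Bid BH3 peptide; 0% = Mcl-1 plus peptide wells and 100% = peptide-only wells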
# Pf gamet viab = inhibitors of late stage P. falciparum gametocyte viability; inhibition, % at 10.9 µM; P. falciparum stage V gametocytes, ATP luminescence, 24 h; 150,000 compounds, 0.065% hits;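 active means inhibition above the mean plus 3 SD of compounds within the control limits, set per campaign, cut at about 38% in these data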;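 further: 0% = DMSO wells and 100% = medium only without gametocytes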
# Rab7 wt modul = alters GTP binding to wildtype dog Rab7 | GST-Rab7 beads, fluorescent GTP binding, flow cytometry; actives lie on both sides; untreated = 100%, excess cold GTP = 0% | GTP binding activity (percent of control), % at 10 µM | 190,000 compounds, 0.055% hits | AID 758;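 active means fluorescent GTP binding to Rab7 beads changed by at least 20 points from the 100% baseline, either direction, mostly lower; inconclusive means compound itself probably fluorescent, or too few beads counted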;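 further: median green fluorescence of bound Bodipy-FL-GTP per Rab7 bead population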
# Mcl-1 Bim block = inhibitors of Bim-Mcl-1 interaction, human | Q07820 | Bead-based flow cytometry, Bim peptide-Mcl-1 binding | inhibition, % at 10 µM | 190,000 compounds, 0.1% hits; in the data active means inhibition above about 40%;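 further: 0% = no compound tracer wells and 100% = peptide blocker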
# RGS8-Gao = regulators of human RGS8-Galphao interaction; AID 1423; response (percent of control binding), % at 10 µM; multiplexed bead flow cytometry, RGS8-Galphao binding; actives lie on both sides; 220,000 compounds, 0.34% hits; P09471; in the data active means response below about 60% or above about 140%; inactive means in between;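 further: Galphao activated as the GDP aluminium fluoride complex binding bead-coupled RGS8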
# Target sequence (P09471 whole entry, looked up): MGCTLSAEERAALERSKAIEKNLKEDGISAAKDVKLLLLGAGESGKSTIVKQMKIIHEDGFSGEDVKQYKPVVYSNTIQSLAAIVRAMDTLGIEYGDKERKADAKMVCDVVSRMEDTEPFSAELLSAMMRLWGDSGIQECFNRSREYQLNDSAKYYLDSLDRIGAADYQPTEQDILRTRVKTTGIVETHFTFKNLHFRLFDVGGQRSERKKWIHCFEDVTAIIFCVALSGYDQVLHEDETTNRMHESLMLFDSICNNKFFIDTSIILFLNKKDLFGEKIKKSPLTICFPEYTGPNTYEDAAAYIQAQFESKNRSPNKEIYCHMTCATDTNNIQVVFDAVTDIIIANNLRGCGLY
# Starred values were filed as active, the others as inactive; u = inconclusive; x = no result given.
# Value order: Pf gamet viab, Rac1 act GTP bind, Mcl1-Noxa inh, Mcl-1 Bim block, Rab2A wt mod, Cdc42 wt GTP, RGS8-Gao, Rab7 wt modul, HRas wt GTP, Rac1 wt GTP bind, Mcl1 Bid PPI
> Nc1nonc1-n1nnc(C(=O)N/N=C/c2ccc(Br)cc2)c1CSC1=NCCS1
  -20, 95, -5, -9, 95, 99, 113, 97, 96, 98, -13
> COc1ccc(C(=O)C2CCCN(C(=O)c3cccnc3OC)C2)c(C)c1 (stereo not given)
  x, 96, 1, 1, 104, 103, 104, 107, 103, 103, -1
> CCc1nnc(NC(=O)CSc2nnc(CNc3cccc(Cl)c3)n2CC)s1
  -4, 96, 4, 0, 97, 95, 97, 94, 96, 101, -22
> COc1ccc(C(=O)NN2CC(O)=C(c3nc4ccccc4n3C)C2=N)cc1OC
  12, 102, 2, -5, 99, 102, 100, 100, 101, 106, -10
> COc1ccc2c(C)cc(N3CCOCC3)nc2c1
  -6, 99, 16, -3, 101, 104, 98, 102, 103, 105, -21
> Fc1ccc(COc2cccc(CNCc3ccncc3)c2)cc1
  10, 94, 11, 2, 94, 96, 101, 94, 93, 95, 17
> CC(C)(C)Nc1c(-c2cccs2)nc2ccccn12
  5, 93, -1, -3, 97, 96, 106, 96, 95, 95, -29
> O=C1c2ccccc2CN1CCNS(=O)(=O)c1ccc2ccccc2c1
  x, 98, -11, -3, 104, 105, 98, 97, 102, 100, -5
> Cc1cc(OCC(=O)N2CCOCC2)c(C(C)C)cc1Cl
  x, 97, -15, -3, 99, 100, 104, 99, 99, 100, -10
> C/C(=N\Nc1nnc(C)c(=O)[nH]1)C(=O)O
  x, 98, -86, -1, 98, 98, 93, 97, 98, 98, -47
> C=CCc1ccc(OCCCCN2CC(C)CC(C)C2)c(OC)c1 (stereo not given)
  -1, 96, 16, 0, 94, 93, 103, 92, 97, 100, -9
> CC1=C(C#N)C(NC(=O)c2ccccc2Cl)(C(F)(F)F)C(=O)N1 (stereo not given)
  -2, 101, 2, -4, 100, 104, 102, 98, 101, 107, -6
> O=S(=O)(Nc1ccc(S(=O)(=O)N2CCCCC2)cc1)c1cccs1
  x, 95, 6, -4, 94, 96, 97, 95, 97, 93, 10
> Cn1c(=O)cc(SCC(=O)N2CCN(C(=O)c3ccco3)CC2)c2ccccc21
  0, u, 9, -2, u, u, 104, u, u, u, -4
> O=C(CC1Sc2ncnn2C1=O)Nc1ccc(Br)cc1 (stereo not given)
  x, 100, 19, -1, 102, 103, 101, 100, 100, 101, -9
> CCOC(=O)C(CC)Sc1cc(C)nc2ccc(OC)cc12 (stereo not given)
  15, 94, -4, -1, 96, 92, 104, 103, 94, 96, -21
> COc1cc(C(=O)N/N=C/c2sc(N3CCOCC3)nc2-c2ccccc2)cc(OC)c1OC
  x, 88, -16, 2, 88, 90, 95, 100, 91, 91, -75
> COc1ccccc1/C=C/[C@@H]1C[C@H]2CN(Cc3cccc(Cl)c3)C(=O)[C@]23CCCN13
  7, 96, -4, -5, 95, 98, 99, 96, 96, 98, -6
> Cc1ccc(C(=O)N2CCN(CCNC(=O)C(=O)NC(C)C)CC2)cc1
  11, 96, 2, -1, 100, 96, 99, 103, 98, 96, -29
> COc1ccc(-c2noc(C(C)n3nc(C)c([N+](=O)[O-])c3C)n2)cc1OC (stereo not given)
  x, 95, 4, 1, 94, 96, 105, 98, 95, 97, -7
> CCCCN(CC)CCCNC(=O)CC1Nc2ccccc2NC1=O (stereo not given)
  x, 99, x, 0, 100, 102, 99, 101, 102, 102, x
> O=C(NCc1ccc(Cl)cc1)c1ccc(-c2ccccc2C(F)(F)F)o1
  x, 96, 0, -2, 101, 101, 103, 99, 101, 109, 19
> Cc1cc(Cl)c(OCCCN(C)C)c(Br)c1
  -5, 103, 17, -2, 101, 101, 99, 99, 104, 105, 17
> COc1ccc(NC(=O)C(=O)NNC(=O)c2cccs2)cc1
  -2, 98, 9, -2, 99, 99, 92, 98, 100, 105, -16
> CCc1c(C)sc(NC(=O)/C=C/c2ccc3c(c2)OCO3)c1C(=O)OC
  -13, 89, 3, 0, 89, 94, 109, 96, 93, 94, -31
> COc1ccc([N+](=O)[O-])cc1N(CC(=O)N1CCOCC1)S(C)(=O)=O
  7, 96, 6, 4, 100, 98, 99, 102, 100, 102, 2
> O=C(O)COc1ccccc1C(Nc1ccccn1)c1cc(Cl)c2cccnc2c1O (stereo not given)
  -27, 97, 91*, -5, 98, 101, 101, 96, 97, 97, 74*
> COc1ccc(/C=N/Nc2nc3ccccc3c(=O)n2-c2ccccc2)cc1OC
  1, 103, 22, 0, 102, 103, 101, 101, 104, 103, -3
> O=C(CC(Nc1ccccc1)c1ccc(F)cc1)c1ccccc1 (stereo not given)
  14, 97, 9, -7, 100, 99, 99, 99, 100, 102, -26
> O=C(COC(=O)C1CC(=O)N(Cc2ccccc2)C1)Nc1ccc2c(c1)OCO2 (stereo not given)
  -9, 94, -24, 1, 94, 98, 104, 95, 94, 96, 0
> CC(Cc1ccccc1)NC(=O)c1ccc([N+](=O)[O-])cc1 (stereo not given)
  x, 101, -18, -7, 98, 106, 101, 105, 102, 106, -54
> CCC1N=C(SC)NC(C)=C1C(=O)c1ccccc1 (stereo not given)
  -2, 98, 47, 0, 95, 97, 97, 95, 99, 101, -8
> COc1ccc2nc(NC(=O)CCc3cc(OC)c(OC)c(OC)c3)sc2c1
  x, 95, 4, 3, 95, 94, 100, 97, 96, 97, -5
> CCC1SC(N)=NC1=O (stereo not given)
  x, 99, 5, -4, 102, 103, 101, 105, 104, 108, -31
> CC1(C)CC(=O)C(C2C3=C(CC(C)(C)CC3=O)Oc3ccccc32)=C(O)C1 (stereo not given)
  x, 98, 6, 0, 100, 102, 97, 101, 101, 102, 2
> CCN(c1ccccc1)S(=O)(=O)c1ccc(Cl)c(NC(=O)CSc2n[nH]c(N)n2)c1
  -1, 99, -1, 0, 101, 99, 97, 98, 100, 103, -36
> Cc1[nH]n(-c2cccc(Cl)c2)c(=O)c1C=NCc1ccco1
  8, 94, 2, 0, 100, 97, 106, 106, 98, 96, -19
> CC(=O)c1c(NCCc2ccccc2)cc(C)oc1=O
  x, 99, 0, -2, 100, 101, 100, 100, 101, 101, -5
> CC1CN(C(=O)CSc2ncnc3sccc23)CC(C)O1 (stereo not given)
  x, 100, 16, -4, 102, 101, 101, 100, 100, 104, -12
> Cc1cc(C)n2nc(SCc3nnc(SCCCCl)o3)nc2n1
  -4, 103, 10, -1, 100, 103, 101, 97, 99, 100, -40
> COc1ccc(C(=O)N/N=C/c2cn[nH]c2-c2ccc(OC)cc2OC)cc1
  -23, 101, 19, -2, 98, 102, 100, 100, 99, 104, 3
> CCN(CC)CCCn1c(=S)[nH]c2ccc(Cl)cc2c1=O
  16, 96, 6, -4, 98, 101, 101, 97, 98, 97, -39
> Nc1ccc2oc3ncccc3c(=O)c2c1
  x, 98, -14, -2, 96, 97, 86, 95, 97, 101, -57
> COc1cc(Cc2nc3ccc(S(=O)(=O)N4CCOCC4)cc3[nH]2)cc(OC)c1OC
  -12, 101, -10, 1, 100, 104, 95, 100, 102, 104, -18
> Cc1nn(-c2cccc(C(F)(F)F)c2)c(Cl)c1/C=N/Nc1cccc(C(=O)O)c1
  -5, 97, 31, -3, 99, 100, 86, 97, 101, 101, 27
> O=C(NCCN1CCOCC1)Nc1ccccc1
  x, 101, -8, 3, 100, 103, 102, 101, 103, 105, -27
> COc1ccccc1CNC(=O)CSc1ccccc1
  x, 97, -8, 1, 100, 98, 104, 104, 96, 99, -32
> Nn1c(Nc2ccccc2)nc2sc3c(c2c1=O)CCCC3
  x, 94, 3, 3, 91, 91, 102, 94, 91, 94, -71
> CNC(=O)Nc1ccc(Cl)cc1
  x, 103, 15, -2, 103, 103, 104, 103, 105, 110, 1
> CCn1c(CNc2nc(-c3ccccc3)cs2)nnc1SCC(=O)NCc1ccco1
  -20, 96, 16, 0, 95, 96, 94, 99, 96, 97, -6

# Part of the list above, set out differently.
Compound | Pf gamet viab | Rac1 act GTP bind | Mcl1-Noxa inh | Mcl-1 Bim block | Rab2A wt mod | Cdc42 wt GTP | RGS8-Gao | Rab7 wt modul | HRas wt GTP | Rac1 wt GTP bind | Mcl1 Bid PPI
CCN(CC)CCCn1c(=S)[nH]c2ccc(Cl)cc2c1=O | 16 | 96 | 6 | -4 | 98 | 101 | 101 | 97 | 98 | 97 | -39
Nc1ccc2oc3ncccc3c(=O)c2c1 | x | 98 | -14 | -2 | 96 | 97 | 86 | 95 | 97 | 101 | -57
COc1cc(Cc2nc3ccc(S(=O)(=O)N4CCOCC4)cc3[nH]2)cc(OC)c1OC | -12 | 101 | -10 | 1 | 100 | 104 | 95 | 100 | 102 | 104 | -18
Cc1nn(-c2cccc(C(F)(F)F)c2)c(Cl)c1/C=N/Nc1cccc(C(=O)O)c1 | -5 | 97 | 31 | -3 | 99 | 100 | 86 | 97 | 101 | 101 | 27
O=C(NCCN1CCOCC1)Nc1ccccc1 | x | 101 | -8 | 3 | 100 | 103 | 102 | 101 | 103 | 105 | -27
COc1ccccc1CNC(=O)CSc1ccccc1 | x | 97 | -8 | 1 | 100 | 98 | 104 | 104 | 96 | 99 | -32
Nn1c(Nc2ccccc2)nc2sc3c(c2c1=O)CCCC3 | x | 94 | 3 | 3 | 91 | 91 | 102 | 94 | 91 | 94 | -71

# (further entries)
# Value order: Pf gamet viab, Rac1 act GTP bind, Mcl1-Noxa inh, Mcl-1 Bim block, Rab2A wt mod, Cdc42 wt GTP, RGS8-Gao, Rab7 wt modul, HRas wt GTP, Rac1 wt GTP bind, Mcl1 Bid PPI
> c1ccc(-c2nc3c([nH]2)CCc2nonc2-3)cc1
  9, x, 2, 0, x, x, 96, x, x, x, 1
> O=C1CCc2nc3ccccc3c(=O)n2N1
  x, 100, -9, 0, 99, 103, 108, 99, 101, 107, -21
> CCN(Cc1ccccc1)C(=O)C1CCN(Cc2ccc(SC)cc2)CC1
  -1, 97, 16, 0, 100, 99, 103, 99, 99, 103, -20
> COc1ccccc1NC(=O)C(C)NS(=O)(=O)c1ccc(F)cc1 (stereo not given)
  7, 98, 16, -1, 100, 96, 109, 98, 97, 102, -8
> COc1ccc(Cn2c(CCC(=O)Nc3ccc(C)cc3)nc3cccnc32)cc1
  x, 100, 15, 0, 102, 100, 101, 105, 102, 103, 11
> Cc1c(NC(=O)CCSc2ccc(Cl)cc2)c(=O)n(-c2ccccc2)n1C
  19, 103, 5, -3, 102, 101, 97, 99, 101, 103, -24
